Screens from PubChem BioAssay.
Gli-Sufu antag: Gli-Sufu pathway antagonists, primary screen, luciferase luminescence, Sufu-KO-LIGHT cells, uHTS. Sufu-KO-LIGHT fibroblasts, Gli luciferase reporter luminescence. inhibition, % at 5 µM. 340,000 tested, 0.74% active;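 active = inhibition above about 55%, limit read from the data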;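 note: 0% = DMSO-treated cells and 100% = wells with medium but no cells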
Apaf1 inhib: inhibitors of human Apaf-1 apoptosome, primary screen, biochemical, DEVD-Rh110 fluorescence, uHTS; Apoptotic protease-activating factor 1 (Homo sapiens), O14727; reconstituted apoptosome caspase-3 activity; inhibition, % at 20 µM; 330,000 tested, 0.71% active; active = inhibition of at least 40% at 20 µM;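 note: plate controls were DMSO wells for no effect and DEVD-CHO caspase inhibitor wells for full effect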
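Material: cell-free apoptosome with Apaf-1, procaspase-3 and caspase-9; Buffer or medium: Hepes pH 7.5 with detergent and BSA; Reagent: cytochrome c trigger plus (Z-DEVD)2-Rh110 caspase-3 substrate; Times: compound with Apaf-1, dATP, procaspase-3 30 min, then 50 min reaction, room temperature; Technique: Rh110 fluorescence intensity.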
SENP7 inh: SENP7 protease inhibitors, primary screen, biochemical, luminescence, uHTS. recombinant SENP7, Z-RLRGG-aminoluciferin luminescence, 40 min. 330,000 tested, 1.5% active. inhibition, % at 5 µM. Sentrin-specific protease 7 (Homo sapiens), Q9BQF6;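 active = inhibition above about 50% at the single test dose, limit read from the data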;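 note: plate controls were DMSO with enzyme for no effect and no enzyme buffer wells for full effect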
HKDC1 inh: HKDC1 hexokinase inhibitors, primary screen, biochemical, fluorescence, uHTS | 340,000 tested, 0.16% active | inhibition, % at 20 µM | AID 493160, 2011 | Q2TB90 | recombinant HKDC1, G6PDH/diaphorase resazurin coupled fluorescence;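 active = inhibition above about 35% when tested at 20 µM, limit read from the data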;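 note: plate controls were DMSO wells with enzyme for no effect and DMSO wells lacking enzyme for full effect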
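Assay system: recombinant HKDC1 hexokinase; detection: coupled resazurin fluorescence, excitation 525 nm, emission 613 nm; benchmarks: DMSO-plus-enzyme-mix negative control, buffer-substituted positive control; compound dosing: single 20 µM dose; schedule: 90 min at room temperature in dark; also added: glucose plus 1 mM ATP as hexokinase substrates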
697 NFkB inh: inhibitors of PMA/ionomycin-induced NF-kB reporter, 697 cells, primary screen, B-cell NF-kB inhibitor project, cell-based, luminescence, uHTS; 697 B-cell NF-kB luciferase reporter, 16 h; inhibition, % at 4 µM; 330,000 tested, 0.33% active; in the data active = inhibition above about 35%
SENP8 block: SENP8 protease inhibitors, primary screen, biochemical, luminescence; Sentrin-specific protease 8 (Homo sapiens), Q96LD8; purified SENP8, Z-RLRGG-aminoluciferin cleavage; inhibition, % at 10 µM; 330,000 tested, 1.2% active; AID 2540, 2010
UBC13 polyUb: UBC13 polyubiquitin chain formation inhibitors, primary screen, biochemical, TR-FRET, uHTS | Ubiquitin-conjugating enzyme E2 N (Homo sapiens), P61088 | inhibition, % at 20 µM | 330,000 tested, 0.47% active | AID 485273, 2010; in the data active = inhibition above about 45%, passing the limit was not always enough
Jurkat NFkB inh: inhibitors of induced NF-kB luciferase reporter, primary screen, TCR NF-kB activation inhibitor project, cell-based, luminescence, uHTS; Jurkat, PMA/ionomycin-induced NF-kB luciferase reporter; inhibition, % at 4 µM; AID 435003, 2010; 330,000 tested, 0.53% active
Active calls of the source: *; / = not tested or not shown. Cut-off read from the data, not from the text of the source, unless noted: active = inhibition above about 50%; inactive = the rest.

SMILES	Gli-Sufu antag	Apaf1 inhib	SENP7 inh	HKDC1 inh	697 NFkB inh	SENP8 block	UBC13 polyUb	Jurkat NFkB inh
CC(=O)c1sc(Nc2ccc(C)cc2)nc1C	-9	5	-8	-9	-9	-11	-3	-1
FC(F)Oc1cccc(NC(=S)N2CCN(c3ccccn3)CC2)c1	-6	21	-8	-6	-8	-8	-9	-4
O=C(COC(=O)c1n[nH]c2ccccc12)Nc1ccccc1Br	-6	0	4	7	-24	-8	6	-14
Cc1oc(-c2cc(F)ccc2F)nc1CN(C)Cc1ccc2nccnc2c1	-3	-6	2	-12	-5	-2	3	14
COc1ccccc1-n1cnc2sc(C)c(C)c2c1=O	-8	10	7	-6	4	2	1	-14
O=[N+]([O-])c1cccnc1N1CCN(c2ccccc2F)CC1	-6	-7	1	-1	6	-34	-2	-7
COc1ccc(C(=O)CC(c2ccccc2)S(=O)(=O)c2ccc(C)cc2)cc1 (stereo not given)	/	12	-10	/	-25	-10	-17	-32
COc1ccccc1C/C(N)=N/OC(=O)COc1cccc(C)c1	4	-6	5	-5	-12	-3	8	5
Cc1sc2nc(COC(=O)c3ccc(Cl)c(N)c3)[nH]c(=O)c2c1C	1	-5	0	6	25	-2	20	-2
CC1(C)CC(=O)c2cc(C(=O)NC3CCSC3=O)c(=O)n(-c3ccc(Cl)cc3)c2C1 (stereo not given)	1	10	8	-11	-1	-6	-9	-19
Oc1ccc2ccccc2c1/C=N/Nc1nnc(-c2ncc[nH]2)c2ccccc12	63*	24	-9	-17	-7	-12	-54	71*
Cc1ccc(NC(=O)[C@H](C)NC(=O)C2CCN(C(=O)[C@@H](N)CC(C)C)CC2)cc1	11	-1	-1	2	7	-4	7	1
O=C(Cc1cccc(NC(=O)C2CCN(C(=O)C3CC3)CC2)c1)Nc1cccc(C(=O)N2CCCC2)c1	-3	3	3	-6	-7	4	-12	4
NC(=O)C1CCN(C(=O)CSc2nc3ccccc3s2)CC1	-6	-9	-1	0	-1	-12	8	-3
CCCc1nc2oc3c(NCCCN(C)C)ncnc3c2c2c1CCCC2	9	12	-14	11	-29	-7	26	90*
COc1ccc(NC2CCCN(C(=O)C3(C)CCCCC3)C2)cc1OC (stereo not given)	38	8	3	14	-22	-5	-6	-9
COC(=O)c1sccc1-n1cccc1C(=O)C(=O)Nc1ccc(F)cc1	-4	20	-14	-5	-1	-8	-7	-4
COc1c(C)cc(C(=O)C2CCCN(C(=O)Cn3ccc(C)n3)C2)cc1C (stereo not given)	7	4	6	-3	-2	-5	-2	-3
Cc1csc(NC(=O)CSc2nc3ccccc3c3c2CCCC3)n1	9	1	7	16	0	-2	-3	9
Cc1cc(Oc2ccc(C#N)cc2)nc(N2CCOCC2)n1	-26	0	6	-7	-3	1	4	0
COCCN(C(=O)c1csnn1)C(C(=O)NC1CCCC1)c1ccccc1 (stereo not given)	-13	10	-5	0	1	-7	-1	-7
Cc1cc2cc(CNC(=S)Nc3ccc(OC(F)(F)F)cc3)ccc2n1C	2	59*	21	-4	-10	-11	-23	14
Cc1ccc(S(=O)(=O)c2cc3ccc(O)cc3oc2=O)cc1C	4	6	3	0	0	5	5	4
COc1cc(NC(=O)Cn2ccsc2=N)c(C)cc1[N+](=O)[O-]	-15	-13	1	6	-5	-1	-4	-2
O=C(NCCc1c[nH]c2ccccc12)C1CCC(Cn2c(=S)[nH]c3ccccc3c2=O)CC1 (stereo not given)	8	21	-8	13	-37	-4	-7	5
CN(C)S(=O)(=O)N1CCN(CC(O)COc2ccc(C(=O)c3ccccc3)cc2)CC1 (stereo not given)	10	-3	8	3	4	-4	1	-4
Cc1nc(C)n(CC(=O)N2CCCC(C(=O)c3ccc(C(F)(F)F)cc3)C2)n1 (stereo not given)	0	-1	3	-2	8	1	2	6
COc1ccc(/C=C/c2c(-c3ccc(OC)cc3)oc3cccnc23)cc1	-48	8	2	1	-14	-12	13	15
O=C(C[n+]1cc(-c2ccc(F)cc2)n2c1CCC2)N1c2ccccc2Sc2ccccc21	-46	1	3	2	-84	9	18	-67
O=C(O)c1cccc(S(=O)(=O)Nc2ccc(O)cc2Sc2nc3ccccc3s2)c1	1	8	-5	-3	-6	-3	-13	3
Cc1ccc2cc(CN(CC3CCCO3)C(=O)C(C)C)c(=O)[nH]c2c1 (stereo not given)	-7	-5	-4	-5	9	6	7	14
COC(=O)c1ccc(CNC(=O)c2c3c(nc4ccccc24)CCN(Cc2ccccc2)C3)cc1	12	10	-5	9	13	4	9	6
COc1cc(/C=C/c2ccc3cccc(O)c3n2)cc(OC)c1OC	18	13	-8	2	-182	-4	-4	97*
CC1C(=O)N2CCCc3cc(S(=O)(=O)N(C)CCC#N)cc1c32 (stereo not given)	1	7	0	-6	1	8	-10	11
Cn1c(=O)[nH]c(=O)c2c1nc(Br)n2CCC(=O)c1ccccc1	-4	6	-9	2	-39	-10	-11	-10
CCn1c(C)c(C(=O)c2ccccc2)c(C#N)c1C(=O)O	-10	0	12	0	8	6	7	-21
O=C(CN1CCC(NC(=O)c2ccccc2Cl)CC1)NCc1ccco1	-1	5	8	13	1	2	0	-3
Cc1cccc(C2=N/C(=C\c3cccs3)C(=O)O2)c1	-1	0	11	9	9	-7	5	-11
Cc1cccn2c(=O)c(/C=C(\C#N)C(=O)NCc3ccco3)c(N3CCCCCC3)nc12	3	16	-8	1	-12	-2	1	1
Cc1cccc(-n2ncc3c2CCCC3NC(=O)CCN2CCCO2)c1C (stereo not given)	17	7	13	-1	-13	-18	0	5
Cc1ccc(-n2c(O)c(C=NC3CCS(=O)(=O)C3)c3ccccc3c2=O)c(C)c1 (stereo not given)	8	0	3	0	5	-2	-1	-3
CCCn1c(=O)c(C(=O)NCc2ccccc2)c(O)c2ccccc21	-17	4	7	-4	0	-8	33	-11
C=CCN(CC=C)CCOc1cccc2ccccc12	6	7	-2	0	9	-9	-6	-12
COc1ccc(NS(=O)(=O)c2cccc(C(=O)OCC(=O)NC3CC3)c2)cc1	5	-10	-4	2	12	-3	7	13
CCn1c(SCC(=O)Nc2nc(-c3ccc(C)cc3)cs2)nnc1-c1ccccc1O	3	25	5	-1	-57	-21	-17	-8
O=P(O)(Cc1ccccc1)Cc1ccccc1	4	0	1	-1	-10	-8	-9	6
CC(C)(C)c1ccc(OCc2ccc(C(=O)N3CCOCC3)o2)cc1	-49	6	-1	2	-6	-12	-9	-16
Cc1cc(C(=O)C(C)OC(=O)c2ccc(NC(=O)CC#N)cc2)c(C)n1-c1ccccc1 (stereo not given)	11	24	6	4	-19	8	-6	21
CCOc1ccccc1OCCCC(=O)NNC(=O)c1ccc(F)cc1	1	9	6	0	-4	-9	-5	-1
Cc1ccsc1CNn1cnnc1SCc1ccccc1F	-3	9	-9	1	6	-5	1	1
COc1ccc(CCNc2c3ccccc3nc3ccccc23)cc1OC	5	-10	30	-3	-10	-3	-3	14
COc1cc(OC)cc(-c2sc3ccc(OC)cc3c2C#CCO)c1	24	22	-1	2	6	-8	28	8
Cc1ccc(NC(=O)CC(C)S(=O)(=O)c2ccc3c(c2)NC(=O)CO3)cc1C (stereo not given)	1	3	7	5	-8	-5	3	-1
